# Screening data (PubChem)
# TDP2 absorb = blocks human TDP2 phosphodiesterase activity; O95551; recombinant TDP2, T5PNP hydrolysis, p-nitrophenol absorbance 415 nm; inhibition, % at 12.8 µM; 0.34% of 370,000 active;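 active = inhibition above the mean of all tested compounds plus 3 SD, set per campaign, cut at about 25% in these data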;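 also: 0% = DMSO with enzyme and 100% = buffer with substrate but no TDP2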
#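 Test system: human TDP2 enzyme; Input: 120 nM TDP2 per well; Buffer or medium: Mg2+-containing Tris-HCl buffer, pH 7.5; Reagent: 5 mM T5PNP; Dosing: 12.8 µM single point, 1% DMSO; Incubation: reaction 2 h, 37 °C; Detection: p-Nitrophenol epi absorbance; Read-out: % inhibition relative to enzyme-containing and enzyme-free wells; Replicates: single well per compound.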
# NPR2 activator = GC-B (human) receptor activation. activation, % at 10 µM. P20594. 0.11% of 370,000 active. HEK293-GC-B cells, CNP EC30, cGMP TR-FRET; 0% at EC30 CNP, 100% saturating CNP. AID 1920062;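 active = activation at 10 µM reaching about 35% in either raw or pattern-adjusted values, limit read from the data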
# PRMT1 FP inh = PRMT1 (human) inhibition, primary screen; Q99873; 1.3% of 370,000 active; recombinant PRMT1, activity-based probe fluorescence polarization; inhibition, % at 2.79 µM; AID 652257;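 active = inhibition above about 21% made by adding two undisclosed values, limit read from the data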
# Target sequence (Q99873 whole entry, looked up): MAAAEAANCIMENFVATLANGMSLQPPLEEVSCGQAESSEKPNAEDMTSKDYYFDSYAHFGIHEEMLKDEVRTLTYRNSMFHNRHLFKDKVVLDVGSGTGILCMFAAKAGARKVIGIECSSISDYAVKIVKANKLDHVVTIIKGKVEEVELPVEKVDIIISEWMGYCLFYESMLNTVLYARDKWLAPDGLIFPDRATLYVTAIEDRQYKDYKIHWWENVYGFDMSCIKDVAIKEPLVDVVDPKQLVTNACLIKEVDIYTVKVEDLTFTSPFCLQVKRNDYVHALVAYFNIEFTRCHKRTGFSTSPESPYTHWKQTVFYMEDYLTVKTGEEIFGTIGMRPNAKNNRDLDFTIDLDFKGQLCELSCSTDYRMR
# SIAE inh = human SIAE inhibition, primary screen; Q9HAT2; 0.69% of 370,000 active; inhibition, % at 9.66 µM; SIAE FP-Rh probe binding, fluorescence polarization;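 active = inhibition above a cutoff: mean of compounds within the control limits plus 3 SD of those, cut at about 17% in these data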;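 also: 0% = plate median of compound wells and 100% = probe without SIAE protein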
# MBD2 DNA inh = blocks human MBD2 binding to methylated DNA; Q9UBB5; inhibition, % at 4.4 µM; 0.31% of 370,000 active; TR-FRET, MBD2 binding to methylated oligonucleotide; in the data active = inhibition above about 13%
# Target sequence (Q9UBB5 whole entry, looked up): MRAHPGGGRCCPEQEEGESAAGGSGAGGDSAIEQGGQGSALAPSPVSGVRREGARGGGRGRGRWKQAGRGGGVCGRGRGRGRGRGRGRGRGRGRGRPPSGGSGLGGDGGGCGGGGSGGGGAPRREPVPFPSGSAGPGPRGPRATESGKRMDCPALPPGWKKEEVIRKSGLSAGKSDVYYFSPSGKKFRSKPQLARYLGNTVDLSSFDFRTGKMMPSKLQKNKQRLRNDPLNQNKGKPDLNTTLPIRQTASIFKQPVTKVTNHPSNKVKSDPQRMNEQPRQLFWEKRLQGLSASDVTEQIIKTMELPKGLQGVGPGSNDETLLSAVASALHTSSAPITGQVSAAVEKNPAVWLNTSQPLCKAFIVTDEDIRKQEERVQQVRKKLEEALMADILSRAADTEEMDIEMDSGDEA
# TCR-CD3 inh = blocks the human TCR-CD3 interaction | TAMRA-labeled TCR probe fluorescence, biochemical | inhibition, % at 9.4 µM | 0.37% of 360,000 active; in the data active = inhibition above about 19%;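 also: recombinant mutant TCR 2C K166C tagged with TAMRA read by polarization; 0% = receptor in buffer alone and 100% = receptor with positive control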
# LEDGF integ inh = blocks HIV-1 LEDGF/p75-dependent DNA integration | TR-FRET IN-LEDGF/p75 DNA integration, Eu/Cy5 | inhibition, % at 3.7 µM | 0.64% of 370,000 active | AID 743269;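 active = inhibition above the screen-wide mean plus 3 SD, cut at about 13% in these data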;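 also: signal is the Cy5 over europium emission ratio at 671 and 618 nm; 0% = plate median of compound wells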
# HTRA1 inh = HTRA1 (human) protease inhibition; Q92743; recombinant HTRA1, FP-rhodamine activity-based probe, fluorescence polarization; inhibition, % at 5.96 µM; 0.5% of 340,000 active; AID 504803; in the data active = inhibition above about 36%;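 also: 0% = enzyme with DMSO and 100% = wells lacking enzyme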
# rCAG binder = molecules binding r(CAG) RNA repeats. r(CAG) RNA repeat, TO-PRO-1 dye displacement fluorescence. 1.3% of 370,000 active. inhibition, % at 3 µM;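 active = inhibition above the plate cutoff, the mean of all test compounds on that plate plus 3 SD, cut at about 35% in these data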;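 also: 0% = DMSO alone and 100% = 100 µM mitoxantrone as full dye displacement; higher means more dye released from RNA so lower well fluorescence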
# ABHD4 inh = inhibits mouse alpha/beta hydrolase domain 4. purified mABHD4, FP-Rh probe fluorescence polarization. inhibition, % at 8.92 µM. 0.54% of 370,000 active;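 active = inhibition exceeding the mean over every tested compound plus 3 SD, cut at about 30% in these data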;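 also: 0% = plate median of compound wells and 100% = S159A mutant with DMSO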
#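 assay system = mABHD4 protein | compound dosing = single nominal dose of 8.92 µM, 0.89% DMSO final | read-out basis = percent inhibition of probe binding, normalized to plate controls | schedule = Enzyme–compound pre-incubation 45 min, then probe 60 min, both 25 °C | detection = fluorescence polarization, excitation 525 nm, emission 598 nm, BODIPY TMR filters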
# * = called active by the depositor; nt = no result given. This is a subset, so the mix of outcomes need not match the whole.
SMILES,TDP2 absorb,NPR2 activator,PRMT1 FP inh,SIAE inh,MBD2 DNA inh,TCR-CD3 inh,LEDGF integ inh,HTRA1 inh,rCAG binder,ABHD4 inh
O=C(COC(=O)c1ccc([N+](=O)[O-])s1)Nc1ncc(C(F)(F)F)cc1Cl,19.4,5.2,9.1,-1.2,-1.7,7.6,5.4,37.7*,13.3,3.1
N/C(=N\OC(=O)c1ccc2ccccc2c1)c1ccncc1,11.1,-0.1,0.6,-6.2,1.3,0.0,-1.4,-10.0,3.2,-7.9
Cc1cc(C)cc(N2C(=O)CC(Sc3ccccc3C(=O)O)C2=O)c1 (stereo not given),4.7,2.4,48.5*,-2.3,-5.8,-1.4,0.0,6.5,-0.8,5.9
CCCC(=O)N=C1SC2CS(=O)(=O)CC2N1c1ccc(C(C)=O)cc1 (stereo not given),-0.5,4.0,1.1,0.7,5.6,1.5,2.5,-1.3,0.5,0.1
Cc1cc(C(=O)NCCC(c2ccccc2)c2ccccc2)c(C)o1,-4.3,-7.8,1.4,-2.8,-3.1,-3.8,0.5,-16.5,0.0,-14.9
CC1CCc2c(sc(/N=C/c3ccco3)c2C(N)=O)C1 (stereo not given),-17.1,-2.9,-5.6,7.6,5.2,1.6,3.4,-2.8,-0.3,0.0
CCCCOc1ccc(C(=O)NCC(=O)NCCOc2ccc(C)cc2)cc1,-0.1,6.4,2.4,-3.6,-1.5,0.3,-3.7,-0.5,1.8,-8.4
CC(=O)c1cc2c(cc1NC(=O)c1cnc(C)cn1)OCO2,8.4,3.5,-1.0,-4.9,-5.2,4.3,1.2,4.6,1.5,1.9
COc1ccc(CCNS(=O)(=O)c2ccc(-n3cnnn3)cc2)cc1OC,-5.6,2.5,-5.2,-0.6,3.0,-2.9,1.3,4.2,3.4,0.3
Cc1cc(C)cc(N2CC(O)=C(c3nc4ccccc4c(=O)[nH]3)C2=N)c1,3.2,0.3,-0.3,-137.8,4.2,7.2,1.0,-4.3,2.1,-3.6
COc1ccc(C(=O)Nn2cnnc2)cc1,19.5,0.1,-1.8,-1.0,0.5,-2.8,-0.9,3.4,-2.6,1.0
CC(=O)N1N=C(c2ccccc2)CC1c1ccc(F)cc1 (stereo not given),-13.0,-0.5,1.3,-3.4,2.2,3.1,-0.5,-6.2,2.5,-5.6
CCN(CC)C(=O)CSc1nnc(-c2ccc(C(C)(C)C)cc2)n1Cc1ccco1,-0.9,3.3,-2.0,-4.4,-2.7,nt,-1.6,nt,-1.5,-0.4
CN(CCn1ccnc1)C(=O)CC1C(=O)NCCN1Cc1ccccc1C(F)(F)F (stereo not given),2.0,-3.2,-1.0,24.4*,0.1,4.6,5.2,-1.7,-4.9,-0.6
CC12CC3CC(C)(C1)CC(CN)(C3)C2,0.3,2.0,-0.2,2.4,-3.1,-4.0,-0.3,-3.6,10.6,10.4
CC(O)(CS(=O)(=O)Cc1ccccc1)c1ccccc1 (stereo not given),7.5,2.5,4.5,-8.1,0.5,2.8,-1.8,-4.6,3.2,7.2
CCc1ccc(NC(=O)C(=O)c2cn(CC(=O)N3CCCCC3)c3ccccc23)cc1,3.2,4.7,2.4,-21.8,1.6,-5.9,-1.6,-23.0,5.3,-0.4
C#CCOCCOCCOCCNc1nc(N2CCN(C(=O)Cn3cc(CCCCN)nn3)CC2)nc(N2CCN(C(=O)Cn3cc(CC(C)O)nn3)CC2)n1 (stereo not given),-0.4,0.6,-1.2,-0.7,7.1,1.9,-3.3,0.4,-7.3,5.1
CC(Oc1ccc(Cl)cc1Cl)C(=O)N(Cc1ccco1)C1CCS(=O)(=O)C1 (stereo not given),9.2,-9.0,-1.6,-4.0,2.6,-1.4,-0.2,-5.8,2.8,4.4
O=C(CCc1nnc2n(CCc3ccccc3)c(=O)c3ccccc3n12)NCCCN1CCCCC1,-0.7,-2.2,-3.2,3.2,4.0,3.6,-1.6,0.8,-1.4,-1.7

# Next part, starting with the last 3 of the part before.
SMILES,TDP2 absorb,NPR2 activator,PRMT1 FP inh,SIAE inh,MBD2 DNA inh,TCR-CD3 inh,LEDGF integ inh,HTRA1 inh,rCAG binder,ABHD4 inh
C#CCOCCOCCOCCNc1nc(N2CCN(C(=O)Cn3cc(CCCCN)nn3)CC2)nc(N2CCN(C(=O)Cn3cc(CC(C)O)nn3)CC2)n1 (stereo not given),-0.4,0.6,-1.2,-0.7,7.1,1.9,-3.3,0.4,-7.3,5.1
CC(Oc1ccc(Cl)cc1Cl)C(=O)N(Cc1ccco1)C1CCS(=O)(=O)C1 (stereo not given),9.2,-9.0,-1.6,-4.0,2.6,-1.4,-0.2,-5.8,2.8,4.4
O=C(CCc1nnc2n(CCc3ccccc3)c(=O)c3ccccc3n12)NCCCN1CCCCC1,-0.7,-2.2,-3.2,3.2,4.0,3.6,-1.6,0.8,-1.4,-1.7
O=C(O)C(CCc1ccccc1)N1CCOCC1 (stereo not given),-3.8,-0.5,-4.9,0.9,-3.1,5.7,1.2,2.9,0.8,2.1
Cc1c(C(=O)NCCN2CCOCC2)sc2nc(-c3ccc(F)cc3)cn12,1.1,8.5,1.2,2.8,2.0,-0.4,-2.0,1.3,-2.6,4.5
Cc1nc(N)sc1-c1csc(NCc2ccccc2)n1,-4.6,-6.9,7.5,-1.1,-2.5,11.6,2.2,23.0,18.8,20.4
Cc1ccccc1NC(=S)NCCc1ccc(S(N)(=O)=O)cc1,2.2,-3.8,2.1,-4.7,-2.2,3.3,-1.2,5.5,1.7,2.1
COc1ccc(C(=O)Nc2ccc3c(c2)n(C)c(=O)n3C)cc1OC,11.9,-3.1,-4.1,-4.7,-2.4,3.2,2.9,1.3,0.5,-4.2
Fc1ccc(NC(=S)NC2CCN(Cc3ccccc3)CC2)cc1,3.1,4.2,3.3,-1.2,-2.8,-0.8,-7.1,-6.8,-5.3,-1.0
O=C(Nc1ccc2oc(-c3ccccc3Cl)nc2c1)c1cncc(Br)c1,-3.7,2.8,-5.2,-8.5,-5.6,-0.9,1.1,-1.4,-0.9,-4.1
O=C(Cn1ccc(=O)[nH]c1=O)Nc1nccs1,1.6,6.2,5.1,-0.8,3.1,-6.8,-6.9,9.2,-0.1,0.0
CC12CCC(=O)N1C(C(=O)OCC(=O)Nc1cc(S(=O)(=O)N3CCCCC3)ccc1Cl)CS2 (stereo not given),2.9,7.5,2.5,1.9,3.5,-6.9,-5.3,0.4,3.0,-2.1
Cc1cc(F)ccc1NC(=O)c1cc(S(=O)(=O)N2CCOCC2)cn1C,3.9,-4.4,-2.2,2.2,-6.0,6.7,2.0,0.0,2.4,3.7
COc1cccc(CCNC(=O)c2cc(COc3c(F)cccc3F)on2)c1,9.4,1.4,-3.8,6.2,-1.9,-4.9,0.8,-9.6,-3.1,-13.6
CCOC(=O)c1c(C)[nH]c(C)c1C(=O)CSc1nc2ccccc2c(=O)n1-c1ccc(F)cc1,-0.3,4.1,5.6,-1.6,0.8,4.5,-1.1,-45.7,3.4,-29.9
C[C@H](CO)N1C[C@H](C)[C@@H](CN(C)C(=O)Nc2ccccc2)Oc2c(NC(=O)Nc3ccccc3)cccc2C1=O,7.9,-2.6,-1.5,4.0,-6.5,-3.4,0.8,-7.9,4.7,-0.9
COc1cc(NC(=O)CN2CCN(c3ccccc3F)CC2)cc(OC)c1,-11.5,-0.4,-1.9,-1.2,1.1,1.1,8.4,-1.9,-7.6,-23.3
CC(=O)N[C@@H](Cc1c[nH]c2ccccc12)C(=O)OCC(=O)NCc1ccc2c(c1)OCO2,2.7,0.3,-1.2,3.9,1.4,4.4,5.3,-2.6,-0.3,1.9
O=C(CN1C(=O)NC2(CCCCCC2)C1=O)NCc1ccco1,-0.2,-3.9,0.6,-0.1,2.4,6.2,-0.9,0.2,-0.8,-0.5
O=C(CN1C(=O)NC2(CCCC2)C1=O)Nc1ccc(F)c([N+](=O)[O-])c1,0.3,2.6,-3.4,-2.9,3.4,-2.1,2.7,-4.2,3.2,-1.3
COc1ccc(N2CCN(CC(O)COc3cc(C)cc(C)c3)CC2)cc1 (stereo not given),2.3,0.7,0.1,2.6,0.0,3.6,0.9,5.2,-8.1,4.0
COc1cc(C2NC(=O)NC(C)=C2C(=O)Nc2cccc(C)c2C)cc(OC)c1OC (stereo not given),0.9,5.9,-2.7,-3.4,-3.8,3.3,-2.6,2.8,-2.0,-0.3
Cc1ccc(NC2=NC(c3ccc(F)cc3)n3c(nc(C)cc3=O)N2)cc1 (stereo not given),14.6,2.3,3.6,9.2,-6.6,5.6,4.0,-2.8,13.8,0.9
Cc1nn(CC(=O)Nc2nc3ccccc3s2)c(C)c1[N+](=O)[O-],6.4,3.1,-0.3,0.7,-0.1,5.4,-0.7,-3.4,4.7,-5.2
CN(Cc1ccccc1)c1nc(N)c([N+](=O)[O-])c(NCc2ccccc2)n1,5.8,3.5,-3.7,-3.4,4.0,-2.2,-0.6,-46.3,0.0,-7.4
CCCOc1ccc(C2NC(=S)NC(c3ccccc3)=C2C(=O)Nc2ccc(C)cc2)cc1OC (stereo not given),-5.7,-4.9,6.1,15.6,-4.2,-5.1,2.5,-33.0,7.7,-15.1
CCSc1cc(N2CCCC2)nc(-c2ccc(C)cc2)n1,-9.2,-5.9,-1.1,12.9,-5.8,0.6,4.4,3.5,0.1,-6.2
COc1ccc(Nc2ccc(C(N)=O)cc2[N+](=O)[O-])cc1,10.8,7.1,-3.6,-2.2,-15.1,-4.9,0.0,4.5,1.2,1.2
COC(=O)NNC(=O)C1CCC(C(=O)NNC(=O)OC)CC1 (stereo not given),1.0,-1.8,-0.4,-2.4,3.8,3.5,0.8,4.3,1.0,-5.2
Cc1ccc(S(=O)(=O)N(C)c2ccc(OC(=O)CN3C(=O)NC(C)(c4ccccc4)C3=O)cc2)cc1C (stereo not given),11.0,3.1,-0.7,1.5,1.4,3.2,1.5,1.0,6.3,-23.0
O=c1oc2cc(O)ccc2cc1S(=O)(=O)c1ccccc1,-13.6,-0.3,6.9,1.8,2.7,-11.9,1.3,-4.0,1.1,-7.2
Cc1ccc(O/C=C2\OC(=O)c3ccccc32)cc1,-4.1,-1.1,-0.9,3.5,3.2,9.5,-0.2,-2.1,-0.1,-5.7
Cc1ccc(C)c(SCC(=O)OCC(=O)Nc2ncc(C(F)(F)F)cc2Cl)c1,8.6,-4.5,2.3,6.5,-5.5,-0.2,4.3,-4.9,1.2,5.1
CCc1cccc(C)c1NC(=O)C1CC=CCC1C(=O)O (stereo not given),5.3,-1.8,1.2,-4.9,0.8,1.4,3.6,-1.4,1.7,4.1
O=C(CNS(=O)(=O)c1ccccc1)Nc1ccccc1Br,-6.3,2.8,3.6,5.4,5.5,-3.5,1.6,5.1,-0.2,-4.7
COCCCn1c(C)nnc1-c1cnn(-c2ccccc2)c1N,-0.6,-6.0,-4.7,0.3,-5.8,1.9,3.2,3.0,-1.3,5.0
O=C(C[C@H]1CC[C@@H]2[C@H](COC[C@H](O)CN2Cc2cccc(F)c2)O1)NCc1cccc(F)c1,6.4,-0.5,4.8,4.0,1.4,-2.6,2.1,nt,0.3,3.5
